L3MBTL1 inh: blocks human L3MBTL1 | Potency, µM (titrated, usually from 57.1 µM), inactives show at the top dose activity, negative = inhibition, hits mostly inhibitors | hit rate 0.66% among 230,000 | Q9Y468 | AID 485360 | AlphaScreen L3MBTL1–H3K9me1 peptide binding; further: on the % scale 0 is the no-effect control and ±100 the full control effect; nearly all actives have a fitted effect of over 60% in size
Target sequence (Q9Y468 whole entry, looked up): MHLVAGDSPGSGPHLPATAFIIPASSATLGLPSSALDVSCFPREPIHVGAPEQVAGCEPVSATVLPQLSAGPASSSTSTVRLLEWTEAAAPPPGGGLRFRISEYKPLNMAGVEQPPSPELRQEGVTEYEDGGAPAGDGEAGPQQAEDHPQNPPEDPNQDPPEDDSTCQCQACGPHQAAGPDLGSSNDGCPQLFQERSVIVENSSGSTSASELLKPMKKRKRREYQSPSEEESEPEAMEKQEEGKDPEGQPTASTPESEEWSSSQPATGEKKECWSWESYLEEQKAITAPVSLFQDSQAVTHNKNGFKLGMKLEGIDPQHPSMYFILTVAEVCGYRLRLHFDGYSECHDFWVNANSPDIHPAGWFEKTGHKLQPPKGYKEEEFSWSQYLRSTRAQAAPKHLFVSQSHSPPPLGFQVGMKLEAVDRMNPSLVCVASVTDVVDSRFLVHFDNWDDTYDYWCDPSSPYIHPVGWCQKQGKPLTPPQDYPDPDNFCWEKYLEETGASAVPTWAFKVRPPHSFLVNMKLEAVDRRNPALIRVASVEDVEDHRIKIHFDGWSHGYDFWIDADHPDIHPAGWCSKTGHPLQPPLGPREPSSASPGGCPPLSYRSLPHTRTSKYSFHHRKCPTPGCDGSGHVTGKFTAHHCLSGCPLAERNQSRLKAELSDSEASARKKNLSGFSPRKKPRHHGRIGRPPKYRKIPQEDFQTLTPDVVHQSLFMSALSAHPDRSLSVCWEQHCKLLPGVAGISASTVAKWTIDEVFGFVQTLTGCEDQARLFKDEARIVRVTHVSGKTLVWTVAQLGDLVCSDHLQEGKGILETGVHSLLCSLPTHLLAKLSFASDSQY
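Displacement of a biotinylated histone H3(1-15) peptide monomethylated at Lys9 (75 nM) from L3MBTL1 (50 nM) was measured by AlphaScreen after a 30 min room-temperature compound incubation; cefsulodin titration served as intraplate control.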
Tau fluor cs: counter-screen for tau fibril formation inhibitors | hit rate 0.93% among 280,000 | tau K18 P301L Alexa594 fluorescence, heparin fibrillization | AID 1463 | Potency, µM (doses to about 57.7 µM), for the others: at the highest dose activity change, negative = decrease; further: on the % scale 0 is the no-effect control and ±100 the full control effect; nearly all actives have a fitted effect of over 55% in size
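Human K18 P301L tau (15 uM unlabeled plus 0.24 uM Alexa 594-labeled, final) in 100 mM sodium acetate pH 7 was mixed with compound and 20 uM heparin and incubated 6 hr at 37 C.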
Tau ThT inhib: inhibitors of human tau fibril formation, thioflavin T binding; recombinant tau K18 P301L (four-repeat tau fragment), heparin-induced fibrillization, ThT fluorescence; Potency, µM (top dose mostly 57.4 µM), without a hit: at the top dose activity, negative = inhibition, most hits filed as inhibitors; hit rate 2.1% among 270,000; further: on the % scale 0 is the no-effect control and ±100 the full control effect; nearly all actives have a fitted effect of over 55% in size
Target sequence (P10636 561-689 P618L limits assumed): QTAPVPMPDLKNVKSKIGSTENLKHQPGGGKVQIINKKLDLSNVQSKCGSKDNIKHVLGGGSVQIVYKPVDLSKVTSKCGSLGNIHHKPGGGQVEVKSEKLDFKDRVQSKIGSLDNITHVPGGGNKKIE
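Recombinant human tau K18 fragment […] carrying P301L, 15 uM unlabeled plus 0.24 uM Alexa 594-labeled, was fibrillized with 20 uM heparin in 100 mM sodium acetate pH 7 for 6 hr at 37 C; 30 uM ThT fluorescence read after 1 hr.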
Tau fibril FP: blocks human tau fibril formation measured by polarization; P10636; hit rate 0.39% among 280,000; Potency, µM (top dose mostly 57.7 µM), for the others: at the top dose activity, negative = inhibition, actives largely listed as inhibitors; AID 1468; K18 P301L tau heparin fibrillization, Alexa594 FP, 6 h; further: on the % scale 0 is the no-effect control and ±100 the full control effect; nearly all actives have a fitted effect of over 55% in size
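Recombinant K18 P301L […], labeled with Alexa 594 at 0.24 uM over 15 uM unlabeled; heparin inducer 20 uM final; 37 C, 6 hr; FP endpoint.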
HTT ATP protect: Huntington cell model cytoprotection by ATP luminescence | PC12 HTT-Q103 induced, cytoprotection, ATP luminescence, 40 h | Potency, µM (titrated, usually from 56.4 µM), inactives show cytoprotection (ATP increase), most hits filed as activators | hit rate 0.14% among 230,000;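 further: % of control where 0% means no effect; nearly all actives have a fitted effect of over 45% in size; toxic huntingtin expression switched on by the ecdysone agonist tebufenozide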
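ATP quantification (ATPlite) reports survival of PC12 cells in which tebufenozide, 100 nM final, switches on Htt exon 1 with 103 glutamines linked to GFP; compounds are titrated.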
RECQ1 helicase: RECQ1 (human) helicase inhibition | hit rate 0.54% among 240,000 | RECQ1 DNA unwinding, red fluorescence kinetic read | Potency, µM (series often up to 57.3 µM), without a hit: top-dose activity, negative = inhibition, actives largely listed as inhibitors;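 further: plate controls were vehicle for no effect and no enzyme for full effect; nearly all actives have a fitted effect of over 30% in size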
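RECQ1T1 50 nM; forked duplex (20 bp + 30-nt ss tails) 200 nM, ATP 2 mM final; pH 8.0, 2 mM MgCl2, 2.5 ug/ml poly(dI-dC); 15 min compound preincubation; discontinuous kinetic read over 2 h at RT.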
TRb-SRC2 inh: TRbeta-SRC2 interaction inhibition | P10828 | TRbeta-SRC2 peptide binding, fluorescence polarization; receptor liganded with 1 µM T3 | Potency, µM (doses to about 106 µM), for the others: at the highest dose activity change, negative = inhibition, usual class: inhibitors | hit rate 0.065% among 280,000 | AID 1469;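 further: plate controls were bound peptide for no effect and peptide without receptor for full effect; nearly all actives have a fitted effect of over 50% in size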
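Assay buffer: 20 mM Tris-HCl, 100 mM NaCl, 10% glycerol, 1 mM EDTA, 0.01% NP-40, 1 mM DTT, 1 uM T3, 5% DMSO; TRb LBD 0.6 uM, Texas Red SRC2 20 nM; FP after 5 hr.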
TR SRC2 fluor cs: alters Texas Red total fluorescence, flagging assay interference | TRb/SRC2 Texas Red total fluorescence interference | Potency, µM (top dose mostly 106 µM), for inactives: top-dose fluorescence change, negative = quenching | hit rate 0.29% among 280,000 | AID 1479; active means well fitted curve in either direction with a large enough effect; inconclusive means small, poorly fitted or top-dose-only effect; further: on the % scale 0 is the no-effect control and ±100 the full control effect
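Flags fluorescent or light-absorbing compounds by total fluorescence, S + 2P, at 555 nm excitation and 632 nm emission. Mixture: 20 nM Texas Red SRC2 peptide, 0.6 uM human TRb LBD, 1 uM T3, 5% DMSO; compound exposure 5 h at ambient temperature.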
Active calls of the source: *; i = inactive; ? = inconclusive; / = no result given; [ ] = another dose, or the depositor's remark. Unless noted, the call rests on the fitted dose curve; in most records, active means well fitted curve in the direction sought with a large enough effect; inconclusive means small, poorly fitted or top-dose-only effect, or another doubt; inactive means no such curve, though single readings can be large; an effect the other way counts as inactive or inconclusive. Potency means the concentration at half of the fitted maximal effect. This is a subset; the hit share may differ from the screen's.

1: COc1ccc(C2C(C(=O)c3ccc(C)o3)=C(O)C(=O)N2c2cc(C)on2)cc1OC (stereo unspecified)
2: O=C(NCc1ccc(Cl)cc1)C(=O)NCC(c1cccs1)S(=O)(=O)c1cccs1 (stereo unspecified)
3: CN(C1CCS(=O)(=O)C1)S(=O)(=O)c1ccccc1[N+](=O)[O-] (stereo unspecified)
4: CCCCN(C)C(=O)C1CCN(C/C(C)=C/c2ccccc2)CC1
5: CCc1cccc(-n2c(C)nc3c(cnn3-c3ccc(C)c(C)c3)c2=O)c1
6: O=C1CC(c2ccc(S(=O)(=O)N3CCCCC3)cc2)CN1 (stereo unspecified)

assay / compound | 1 | 2 | 3 | 4 | 5 | 6
L3MBTL1 inh | 3% | / | -1% | 7% | / | 12%[11.4 µM]
Tau fluor cs | -5% | ? | -3% | 0% | -13% | 0%
Tau ThT inhib | -10% | 2% | 11% | -4% | -18% | 6%
Tau fibril FP | 0% | ? | -1% | -4% | -3% | 4%
HTT ATP protect | -18% | / | -13%[10 µM] | -5% | / | 23%
RECQ1 helicase | 1% | / | i | -4% | / | i
TRb-SRC2 inh | -2% | -1% | 1% | -1% | 1% | -5%
TR SRC2 fluor cs | -1% | -1% | 0% | -5% | -2% | -1%

7: Cc1ccc(Cl)cc1N1CCN(C(=O)Cn2nc(C)n3c(cc4sccc43)c2=O)CC1
8: NS(=O)(=O)c1ccc(NC(=S)N2CCN(Cc3ccc(Cl)c(Cl)c3)CC2)cc1
9: O=C(/C=C/c1ccc2c(c1)OCO2)N1CCN(c2ccc(Cl)cc2)CC1
10: CCC(C)N1C(=O)CN(C2CCCCCC2)C(=O)C1c1ccccc1F (stereo unspecified)
11: Cc1cccc2c(=O)cc(C)n(Cc3ccccc3)c12
12: O=C(CN1C(=O)C2C3C=CC(C3)C2C1=O)N1CC(=O)N(CCc2ccccc2)C(=O)C1 (stereo unspecified)

assay / compound | 7 | 8 | 9 | 10 | 11 | 12
L3MBTL1 inh | / | 0% | 10% | 6% | 30% | 1%
Tau fluor cs | -28% | -17% | 6% | -1% | -15% | 1%
Tau ThT inhib | ? | -4% | 0% | -2% | -16% | -5%
Tau fibril FP | -7% | -1% | 6% | 7% | ? | -3%
HTT ATP protect | / | -40%[inhibitor] | 6%[10 µM] | -47%[inhibitor] | / | 20%[10 µM]
RECQ1 helicase | / | -4% | -4% | -2% | -3% | -1%
TRb-SRC2 inh | -9% | -11% | 0% | 0% | -10% | -19%
TR SRC2 fluor cs | 79µM*[quencher] | -3% | 5% | -2% | 0% | -1%

13: Cc1cc(C)n(Cc2ccc(C(=O)NCCC3=CCCCC3)o2)n1
14: Cc1ccc(NC(=S)NC2CCN(Cc3ccccc3)CC2)c(C)c1
15: O=C(Nc1cccc2ncccc12)C12CC3CC(CC(C3)C1)C2
16: CC/C=C\C/C=C\C/C=C\C/C=C\C/C=C\C/C=C\CCC(=O)NCCCC(=O)O
17: COC(=O)Nc1nc(-c2ccc(F)cc2)c(C)s1
18: C(=N\Nc1nc2ccccc2[nH]1)/c1c[nH]c2ccccc12

assay / compound | 13 | 14 | 15 | 16 | 17 | 18
L3MBTL1 inh | -7% | 0% | / | / | 2% | -15%
Tau fluor cs | -5% | 1% | -10% | -11% | -4% | 16µM*[quencher]
Tau ThT inhib | -17% | -4% | -12% | -17% | -10% | 13µM*
Tau fibril FP | 5% | 7% | -4% | 8% | 8% | 10%
HTT ATP protect | -23% | / | 3% | / | / | 31%[10 µM]
RECQ1 helicase | -8% | -3% | -4% | 2% | i | -11%
TRb-SRC2 inh | 0% | 2% | -14% | -2% | 2% | 6%
TR SRC2 fluor cs | -6% | 1% | 2% | -2% | 3% | -11%

3 structures already listed, arranged by heavy-atom count, highest first.
16: CC/C=C\C/C=C\C/C=C\C/C=C\C/C=C\C/C=C\CCC(=O)NCCCC(=O)O
14: Cc1ccc(NC(=S)NC2CCN(Cc3ccccc3)CC2)c(C)c1
17: COC(=O)Nc1nc(-c2ccc(F)cc2)c(C)s1

assay / compound | 16 | 14 | 17
L3MBTL1 inh | / | 0% | 2%
Tau fluor cs | -11% | 1% | -4%
Tau ThT inhib | -17% | -4% | -10%
Tau fibril FP | 8% | 7% | 8%
HTT ATP protect | / | / | /
RECQ1 helicase | 2% | -3% | i
TRb-SRC2 inh | -2% | 2% | 2%
TR SRC2 fluor cs | -2% | 1% | 3%

Continued.
19: COc1ccc(NC(=O)c2c(NC(=O)COc3ccc(Cl)cc3)sc3c2CCCCC3)cc1
20: CN1C(=O)C(CC(=O)Nc2ccc(F)cc2)N(Cc2cccs2)C1=S (stereo unspecified)
21: NC(=O)COC(=O)c1cc(S(=O)(=O)N2CCN(c3ccccc3)CC2)ccc1Cl
22: COc1ccc2c(c1)OC1=C(C(=O)CCC1)C2C1=C(O)CCCC1=O (stereo unspecified)
23: O=C(Cc1ccc(Cl)cc1)Nc1ccc2oc(-c3ccncc3)nc2c1
24: CNc1ccc(Br)cc(C(=O)/C=C/c2cccc(OC)c2)c1=O

assay / compound | 19 | 20 | 21 | 22 | 23 | 24
L3MBTL1 inh | / | 5% | -6% | 0% | 4% | ?
Tau fluor cs | -4% | -16% | -7% | 0% | -6% | ?
Tau ThT inhib | ? | 4% | 2% | ? | -6% | 11µM*
Tau fibril FP | -4% | -3% | 0% | -3% | -11% | -16%
HTT ATP protect | / | 7%[10 µM] | -27% | -12% | -15% | -11%[1.9 µM]
RECQ1 helicase | / | -12% | i | -10% | -2% | 28µM*
TRb-SRC2 inh | -6% | -1% | -9% | 6% | -4% | 1%
TR SRC2 fluor cs | 3% | -4% | -5% | 0% | -2% | -10%

25: COc1ccccc1CNC(=O)C(NS(=O)(=O)c1cccc2nsnc12)C(C)C (stereo unspecified)
26: Cc1ccc(Cl)c(OCC(O)CN(CCO)CCO)c1 (stereo unspecified)
27: COc1cccc(CNC(=O)Cn2c(=O)ccc3cc(S(=O)(=O)N4CCCC4)ccc32)c1
28: COc1ccc(OC)c(NC(=O)c2nc(-c3ccccc3)oc2C)c1
29: CCn1cnc2c(=O)oc3ccc(S(=O)(=O)Nc4ccc(OC)cc4)cc3c21
30: CC1CCN(C(=O)Cn2c(SCC(=O)Nc3nccs3)nc3ccccc32)CC1

assay / compound | 25 | 26 | 27 | 28 | 29 | 30
L3MBTL1 inh | / | -4% | / | / | / | /
Tau fluor cs | 4% | 1% | -3% | -15% | -13% | -2%
Tau ThT inhib | / | -2% | 4% | 1% | -6% | -9%
Tau fibril FP | -5% | 1% | -1% | ? | -6% | 2%
HTT ATP protect | 8%[10 µM] | 1%[0.074 µM] | / | -36%[inhibitor] | / | 0%
RECQ1 helicase | i | -6% | / | i | / | 14%
TRb-SRC2 inh | 2% | -7% | -6% | -1% | -2% | -9%
TR SRC2 fluor cs | 0% | 2% | 1% | -1% | -1% | 2%

31: CCOc1ccc(/C(C)=N/NC(=O)C(OC)c2ccccc2)cc1 (stereo unspecified)
32: CCCn1c(=O)n(-c2ccccc2Cl)c(=O)c2sc3ccccc3c21
33: CC(C)c1ccc(-c2noc(SCC(=O)N3CCCCC3)n2)cc1
34: CSc1nc2ccc(NC(=O)C3CC(=O)N(Cc4ccco4)C3)cc2s1 (stereo unspecified)
35: Cc1ccc(-n2[nH]c(C)c(C=Nc3ccc(C)cn3)c2=O)cc1
36: CC1CN(C(=O)c2nn(C)cc2[N+](=O)[O-])CC(C)O1 (stereo unspecified)

assay / compound | 31 | 32 | 33 | 34 | 35 | 36
L3MBTL1 inh | -3% | / | / | -2% | / | 4%
Tau fluor cs | -1% | -11% | -21% | -12% | -3% | 0%
Tau ThT inhib | -9% | -4% | ? | -7% | ? | 2%
Tau fibril FP | 0% | -1% | -9% | -6% | 4% | -1%
HTT ATP protect | / | / | / | -37% | -59%[inhibitor] | -24%
RECQ1 helicase | i | / | / | -11% | 3% | -9%
TRb-SRC2 inh | 8% | 6% | 1% | -1% | 1% | 2%
TR SRC2 fluor cs | 0% | 1% | -1% | -5% | -3% | -5%

37: O=C(Oc1ccccc1)c1cc2ccccc2o1
38: O=c1[nH]c2ccsc2c(=O)n1CCO
39: Cc1c(C(=O)N/N=C/c2ccc(N(C)C)cc2)[nH]c2ccc(Cl)cc12
40: CCOc1ccc(NC(=S)Nc2cc(-c3ccccc3)[nH]n2)cc1
41: Cc1ccccc1NC(=O)NC1(C(=O)N2CCCC2)CCCCC1

assay / compound | 37 | 38 | 39 | 40 | 41
L3MBTL1 inh | 12% | / | 2% | ? | 3%
Tau fluor cs | -3% | -20% | ? | ? | -10%
Tau ThT inhib | -8% | / | ? | -13% | -12%
Tau fibril FP | 7% | -7% | 7% | ? | -4%
HTT ATP protect | 11%[10 µM] | 5%[10 µM] | -54%[inhibitor][10 µM] | -57%[inhibitor] | 20%[10 µM]
RECQ1 helicase | -1% | -4% | -7% | i | -3%
TRb-SRC2 inh | -1% | -6% | -3% | -12%[53 µM] | -6%
TR SRC2 fluor cs | -1% | -4% | 1% | 2%[53 µM] | -1%

Quoted from above for reference:
37: O=C(Oc1ccccc1)c1cc2ccccc2o1
38: O=c1[nH]c2ccsc2c(=O)n1CCO
39: Cc1c(C(=O)N/N=C/c2ccc(N(C)C)cc2)[nH]c2ccc(Cl)cc12
40: CCOc1ccc(NC(=S)Nc2cc(-c3ccccc3)[nH]n2)cc1
41: Cc1ccccc1NC(=O)NC1(C(=O)N2CCCC2)CCCCC1

assay / compound | 37 | 38 | 39 | 40 | 41
L3MBTL1 inh | 12% | / | 2% | ? | 3%
Tau fluor cs | -3% | -20% | ? | ? | -10%
Tau ThT inhib | -8% | / | ? | -13% | -12%
Tau fibril FP | 7% | -7% | 7% | ? | -4%
HTT ATP protect | 11%[10 µM] | 5%[10 µM] | -54%[inhibitor][10 µM] | -57%[inhibitor] | 20%[10 µM]
RECQ1 helicase | -1% | -4% | -7% | i | -3%
TRb-SRC2 inh | -1% | -6% | -3% | -12%[53 µM] | -6%
TR SRC2 fluor cs | -1% | -4% | 1% | 2%[53 µM] | -1%

Compound activity (PubChem)
